KCNH2 3.1 inh = KCNH2 3.1 (human) potassium channel inhibition. U2OS KCNH2 3.1, thallium flux FluxOr; active compounds read low. activity change, % (tested at about 1.8 µM). 340,000 compounds, 0.95% hits;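 active = maximum activity change below -70%; inconclusive = maximum activity change from -70% to -50%; inactive = maximum activity change above -50%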;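 also: thallium influx rate constant from kinetic fluorescence after stimulation buffer; % is scaled to controls: 0 for no effect and ±100 for the full control effect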
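Normalized rate constant (relative to positive and negative DMSO controls) derived from a 2 min kinetic fluorescence read after stimulation; U2OS cells expressing the 3.1 isoform via virus at 1.77 x 10^8 /mL.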
TRPV1 agonist = agonists of human vanilloid receptor 1 (TRPV1); Q8NER1; TRPV1-expressing cells, Fluo-8 calcium influx, agonist mode; activation, % at 8.33 µM; 320,000 compounds, 0.19% hits; in the data active = activation above about 80%; inconclusive = between about 30% and that limit; also: 0% is about no effect
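TRPV1-expressing cells were cultured overnight at 35.5C and loaded with Fluo-8 calcium dye for 40 to 90 min at room temperature. After a 10 s baseline, compound was added and calcium influx was read kinetically for 3 min (ex 480/em 520 nm).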
GALK inhibitor = galactokinase (human) inhibition. 270,000 compounds, 0.007% hits. P51570. Purified GALK, Kinase-Glo residual ATP luminescence. AID 1868. Potency, µM (top dose mostly 57.5 µM), for inactives: at the highest dose activity change, negative = inhibition, actives largely listed as inhibitors; also: potency is read from the fitted curve at half-maximal effect; % is scaled to controls: 0 for no effect and ±100 for the full control effect
Target sequence (P51570 whole entry, looked up): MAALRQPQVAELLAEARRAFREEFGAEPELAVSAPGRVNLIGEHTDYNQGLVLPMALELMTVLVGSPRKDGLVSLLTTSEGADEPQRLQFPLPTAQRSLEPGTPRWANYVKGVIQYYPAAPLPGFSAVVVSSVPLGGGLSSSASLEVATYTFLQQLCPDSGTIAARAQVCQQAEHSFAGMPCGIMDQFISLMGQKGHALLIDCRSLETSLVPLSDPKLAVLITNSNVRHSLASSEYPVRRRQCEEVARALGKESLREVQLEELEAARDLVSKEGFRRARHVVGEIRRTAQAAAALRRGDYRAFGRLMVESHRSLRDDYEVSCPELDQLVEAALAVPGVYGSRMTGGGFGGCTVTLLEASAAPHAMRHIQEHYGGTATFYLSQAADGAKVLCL
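GALK at 5 nM final was combined with compound, 35 uM ATP and 100 uM galactose in HEPES pH8.0 with MgCl2 and DTT. The reaction ran one hour at room temperature before luminescent ATP detection.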
Giardia killer = Giardia lamblia killing | Giardia lamblia trophozoite viability | AID 540267 | activity change, % at 7.66 µM, hits read low | 340,000 compounds, 0.15% hits; in the data active = activity change below about -80%; inconclusive = between about -30% and that limit;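 also: parasites exposed to compound for two days anaerobically before the ATP read; % is scaled to controls: 0 for no effect and ±100 for the full control effect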
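Killing of trophozoites was scored by loss of ATP luminescence after a 48 hrs anaerobic exposure to compounds at 37 deg C, using 100 cells per well.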
FBPA coupling cs = counter-screen for Giardia aldolase inhibitors: coupling enzyme system | coupling enzyme system counterscreen, AmpLite Red fluorescence | activity change, negative = inhibition, % at 58.2 µM, hits read low | 290,000 compounds, 0.67% hits | AID 2472; in the data active = activity change below about -30%; also: % is scaled to controls: 0 for no effect and ±100 for the full control effect
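First, compound is pin-transferred into glyceraldehyde-3-phosphate coupling-enzyme reagent at 57.5 uM final and held 10 min at RT. Next, substrate, coupling system and AmpLite Red are added. After 20 min RT, fluorescence (525/598 nm) is read.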
Menin-MLL TR inh = displaces Texas Red mutant MLL peptide from human menin. Potency, µM (doses to about 61.6 µM), inactives show at the top dose FP activity change, negative = inhibition, hits mostly inhibitors. AID 1768. 270,000 compounds, 0.23% hits. O00255. Menin + Texas Red MLL mutant peptide, fluorescence polarization; active = well fitted inhibition curve with a large enough effect in the polarisation, with a control signal flat, not every such curve was filed as active; inconclusive = small, poorly fitted or top-dose-only effect, or effect the other way, or a change in a side signal; inactive = no such curve, though single readings can be large or run the other way; the % refers to the polarisation; also: potency is read from the fitted curve at half-maximal effect; % of control where 0% means no effect; many of its hits are not listed in these tables
USP2a block = blocks human ubiquitin-specific protease USP2a; O75604; Potency, µM (series often up to 38.3 µM), inactives show at the top dose activity change, negative = inhibition, usual class: inhibitors; AID 463254; 330,000 compounds, 0.01% hits; USP2 core, Ub-CHOP2 coupled fluorogenic reporter, 485/531;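 also: potency is read from the fitted curve at half-maximal effect; plate controls were DMSO wells for no effect and full inhibition by NEM control for full effect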
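Deubiquitinase activity read as fluorescence (485/531 nm) after Ub-CHOP2 cleavage activates the enterokinase reporter on its substrate; USP2 core 10nM, Ub-CHOP2 and substrate 25nM each, 30min compound preincubation then 60min RT; data normalized to NEM, curves fitted.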
KCNH2 WT inh = inhibitors of human wildtype KCNH2 potassium channel; Q12809; U2OS, BacMam KCNH2, thallium flux FluxOr; active compounds read low; activity change, % at 1.84 µM; 340,000 compounds, 0.37% hits; AID 720551;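 active = maximum activity change below -70%; inconclusive = maximum activity change between -70% and -50%; inactive = maximum activity change above -50%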; also: % is scaled to controls: 0 for no effect and ±100 for the full control effect
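U2OS cells transduced with wild-type KCNH2 virus are loaded with FluxOr dye for 45 min, and thallium flux is measured in kinetic reads before and after stimulation buffer. Rate constants are normalized to DMSO controls.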
CXXC DNA block = inhibitors of human MLL CXXC domain-DNA interaction. Potency, µM (titrated, usually from 115 µM), for inactives: top-dose activity change, negative = inhibition, actives largely listed as inhibitors. Q03164. 290,000 compounds, 0.037% hits. MLL-CXXC / FITC-HOXA9 DNA fluorescence polarization. AID 2662; active = well fitted inhibition curve with a large enough effect in the polarisation, with a control signal flat, not every such curve was filed as active; inconclusive = small, poorly fitted or top-dose-only effect, or effect the other way, or a change in a side signal; inactive = no such curve, though single readings can be large or run the other way; the % refers to the polarisation; also: potency is read from the fitted curve at half-maximal effect
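Fluorescence polarization: 7 uM MLL-CXXC (stock) preincubated 5 min with compounds, then 50 nM fluorescein-HOX-A9 DNA (stock) added; 30 min ambient. Buffer 50 mM Tris-HCl pH 7.5, 50 mM NaCl, 1 mM DTT, 0.05% BSA.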
PKM2 act = PKM2 (human) enzyme activation; P14618; purified PKM2, Kinase-Glo ATP luminescence, activation; response scale: 0% is enzyme alone, no compound; Potency, µM (doses to about 57.5 µM), without a hit: top-dose activation, hits mostly activators; 260,000 compounds, 0.34% hits; also: potency is read from the fitted curve at half-maximal effect; % is scaled to controls: 0 for no effect and ±100 for the full control effect; nearly all actives have a fitted effect of over 55% in size
Target sequence (P14618 whole entry, looked up): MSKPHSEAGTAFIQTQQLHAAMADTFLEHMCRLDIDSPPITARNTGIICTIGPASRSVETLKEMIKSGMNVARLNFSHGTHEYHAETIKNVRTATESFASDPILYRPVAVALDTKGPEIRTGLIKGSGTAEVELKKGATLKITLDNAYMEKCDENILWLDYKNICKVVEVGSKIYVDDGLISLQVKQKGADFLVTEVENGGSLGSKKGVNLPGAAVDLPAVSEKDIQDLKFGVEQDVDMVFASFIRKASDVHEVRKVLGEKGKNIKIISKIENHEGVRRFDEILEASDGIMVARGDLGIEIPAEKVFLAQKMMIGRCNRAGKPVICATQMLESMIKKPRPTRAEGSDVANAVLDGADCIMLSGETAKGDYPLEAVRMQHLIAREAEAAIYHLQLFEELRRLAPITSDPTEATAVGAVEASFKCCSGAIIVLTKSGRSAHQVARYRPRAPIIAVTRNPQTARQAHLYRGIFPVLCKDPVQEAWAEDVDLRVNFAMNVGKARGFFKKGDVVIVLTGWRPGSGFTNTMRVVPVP
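Purified hPK-M2 (>95%) run at intermediate activity with 0.1 mM ADP and 0.5 mM PEP in 50 mM imidazole pH 7.2, KCl, MgCl2; 1 h room temperature. ATP formed read by Kinase-Glo luminescence; normalized to uninhibited and no-enzyme controls.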
B2AR arrestin = recruits beta-arrestin to the human beta2-adrenergic receptor | P07550 | beta-arrestin recruitment to beta2AR, cell-based reporter | Potency, µM (highest dose often 46.1 µM), inactives show at the highest dose activation, usual class: activators | 330,000 compounds, 0.02% hits;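 also: potency is read from the fitted curve at half-maximal effect; 0% = DMSO controls and full agonism = EC100 isoproterenol or metaproterenol; nearly all actives have a fitted effect of over 65% in size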
* hit, by the source's call; ? = inconclusive; . = no result given. Unless noted, calls follow the shape of the dose curve; as a rule, active = well fitted curve in the direction sought with a large enough effect; inconclusive = small, poorly fitted or top-dose-only effect, or another doubt; inactive = no such curve, though single readings can be large; an effect the other way counts as inactive or inconclusive.

SMILES | KCNH2 3.1 inh | TRPV1 agonist | GALK inhibitor | Giardia killer | FBPA coupling cs | Menin-MLL TR inh | USP2a block | KCNH2 WT inh | CXXC DNA block | PKM2 act | B2AR arrestin
CC1CCCC(C)N1CCCNC(=O)c1ccc2nc(N3CCCCC3)sc2c1 (stereo not given) | -13.5 | -5.5 | . | 3.0 | -1.1 | -13.7% | -2.6% | -158.1* | 7.9% | 0.0% | -0.5%
COc1ccc(N(C)S(=O)(=O)c2c(C)noc2C)c(OC)c1 | -1.0 | 7.3 | -1.3% | 25.9 | -1.5 | -6.6% | 1.9% | 0.0 | -1.3% | -4.5% | -0.1%
Cc1ccccc1NC(=O)CN1C(=O)NC2(CCCCCCC2)C1=O | 17.7 | 0.6 | . | -2.6 | . | . | -0.6% | 1.7 | . | . | -0.2%
COc1ccc([C@H]2CC(=O)C=C(/C=C/c3ccc(C(F)(F)F)cc3)C2)cc1 | 18.2 | 5.3 | . | -11.2 | . | . | 1.0% | -3.6 | . | . | -1.3%
COC(=O)[C@H](Cc1ccccc1)NC(=O)NCCc1ccccc1F | 1.9 | -1.3 | -0.8% | 8.9 | 0.1 | -4.5% | -0.1% | 8.5 | ? | . | -0.1%
OCCNc1nc(N2CCN(c3ccccc3)CC2)nc2ccccc12 | -32.1 | ? | -2.3% | 9.9 | -0.1 | -8.2% | 1.7% | 15.5 | 5.0% | 3.5% | 0.3%
O=CN/N=C/c1c(O)ccc2ccccc12 | 6.9 | -1.9 | -1.3% | 11.8 | -2.9 | . | 0.5% | -2.8 | -14.6% | -1.8% | -1.0%
COc1cccc(NC(=O)Nc2nccc(C)n2)c1 | 7.0 | 9.3 | 7.7% | ? | 1.7 | 10.2% | -0.3% | -8.8 | 10.7% | -12.6% | -0.6%
CCn1c(O)c(C=NCCN2CCOCC2)sc1=S | 16.8 | -2.7 | -3.5% | -6.1 | 0.1 | -5.5% | -1.3% | -0.7 | -2.1% | 4.5% | -0.1%
CCn1c(-c2nn(-c3ccc(C)cc3)ccc2=O)n[nH]c1=S | -5.7 | 2.0 | -0.1% | 0.9 | 0.4 | -13.1% | 0.2% | . | 4.8% | -6.3% | -0.1%
COc1ccc(NC(=O)Cn2c(=O)cnc3ccccc32)cc1S(=O)(=O)N1CCCCC1 | 2.6 | -2.0 | . | -6.2 | . | . | 1.0% | 4.4 | . | . | 0.1%
COc1ccc(NC(=O)CSc2nc(=O)n(CCN3CCOCC3)c3c2CCC3)cc1 | 14.1 | -0.4 | . | -8.0 | . | . | 3.1% | -13.9 | . | . | 0.0%
Cc1ccc(C)c(NC(=O)CN(C)C(=O)CSCc2c(C)noc2C)c1 | 9.5 | -0.2 | . | -7.4 | . | . | 1.4% | 3.3 | . | . | -3.3%
COc1ccccc1N1CCN(C(=O)c2cccc(N3C(=O)C4C5C=CC(C5)C4C3=O)c2)CC1 (stereo not given) | -1.0 | 2.5 | -3.4% | 7.7 | 0.1 | ? | 2.4% | 2.1 | 2.4% | . | -0.5%
COc1ccc(/C=N/NS(C)(=O)=O)c(OC)c1 | 30.9 | -0.9 | 1.8% | -11.0 | 0.3 | -8.9% | 1.4% | 10.3 | 7.3% | -2.0% | -2.4%
Cc1cccc(C(CC(=O)NCCc2ccccc2)c2ccccc2)c1O (stereo not given) | -16.5 | 1.9 | 1.4% | 6.3 | -0.2 | 9.9% | 1.6% | -4.5 | -19.2% | 12.0% | -0.2%
COc1cccc(C(=O)OCn2nnc3ccccc3c2=O)c1OC | -11.0 | 2.6 | -2.8% | ? | -2.3 | . | 1.2% | 5.0 | -1.0% | -4.0% | 0.8%
O=C(N/N=C/c1cccnc1)c1ccc([N+](=O)[O-])cc1 | -6.4 | . | -0.2% | -24.3 | 0.1 | . | 0.1% | 3.5 | -2.2% | -7.1% | -0.4%
CCC1CSC(Nc2ccc(C(=O)/C=C/c3ccc(Br)cc3)cc2)=N1 (stereo not given) | . | 0.0 | 0.1% | -8.0 | 3.1 | -3.5% | -2.0% | 1.4 | 14.6% | 1.3% | -0.5%
O=C1CCC2(C(=O)O)Sc3ccccc3N12 (stereo not given) | -4.2 | -1.3 | -0.5% | -5.7 | 0.8 | . | -2.1% | 3.6 | -0.7% | -0.8% | 0.1%
CC(CC(=O)NC(C)c1ccc2c(c1)OCCO2)c1ccccc1 (stereo not given) | 15.5 | 14.9 | -3.0% | -18.0 | 5.9 | -2.4% | 1.1% | 1.9 | -9.5% | 0.3% | -0.2%
O=[N+]([O-])/C=C/c1cn(Cc2ccc(Cl)cc2)c2ccccc12 | -5.6 | 5.5 | -1.5% | -13.1 | -0.1 | -11.5% | 1.3% | 3.1 | -0.8% | -5.1% | -0.5%
Cn1c(=O)c(-[n+]2ccccc2)c([O-])c2ccccc21 | 2.9 | -4.0 | 3.0% | -4.1 | -0.5 | -0.3% | 8.4% | -1.7 | -2.4% | 7.0% | -0.1%
COCCn1c(SCC(=O)N(C(C)C)C(C)C)nnc1-c1cc2ccccc2cc1O | 17.6 | 2.7 | 2.0% | 3.8 | 0.6 | -25.2% | 0.3% | -3.3 | -8.1% | -4.3% | 0.2%

A draw from above in order of length of the SMILES, smallest number first.
SMILES | KCNH2 3.1 inh | TRPV1 agonist | GALK inhibitor | Giardia killer | FBPA coupling cs | Menin-MLL TR inh | USP2a block | KCNH2 WT inh | CXXC DNA block | PKM2 act | B2AR arrestin
O=C1CCC2(C(=O)O)Sc3ccccc3N12 (stereo not given) | -4.2 | -1.3 | -0.5% | -5.7 | 0.8 | . | -2.1% | 3.6 | -0.7% | -0.8% | 0.1%
COc1cccc(C(=O)OCn2nnc3ccccc3c2=O)c1OC | -11.0 | 2.6 | -2.8% | ? | -2.3 | . | 1.2% | 5.0 | -1.0% | -4.0% | 0.8%
Cn1c(=O)c(-[n+]2ccccc2)c([O-])c2ccccc21 | 2.9 | -4.0 | 3.0% | -4.1 | -0.5 | -0.3% | 8.4% | -1.7 | -2.4% | 7.0% | -0.1%
Cc1cccc(C(CC(=O)NCCc2ccccc2)c2ccccc2)c1O (stereo not given) | -16.5 | 1.9 | 1.4% | 6.3 | -0.2 | 9.9% | 1.6% | -4.5 | -19.2% | 12.0% | -0.2%
O=C(N/N=C/c1cccnc1)c1ccc([N+](=O)[O-])cc1 | -6.4 | . | -0.2% | -24.3 | 0.1 | . | 0.1% | 3.5 | -2.2% | -7.1% | -0.4%
Cc1ccc(C)c(NC(=O)CN(C)C(=O)CSCc2c(C)noc2C)c1 | 9.5 | -0.2 | . | -7.4 | . | . | 1.4% | 3.3 | . | . | -3.3%
CCC1CSC(Nc2ccc(C(=O)/C=C/c3ccc(Br)cc3)cc2)=N1 (stereo not given) | . | 0.0 | 0.1% | -8.0 | 3.1 | -3.5% | -2.0% | 1.4 | 14.6% | 1.3% | -0.5%
COCCn1c(SCC(=O)N(C(C)C)C(C)C)nnc1-c1cc2ccccc2cc1O | 17.6 | 2.7 | 2.0% | 3.8 | 0.6 | -25.2% | 0.3% | -3.3 | -8.1% | -4.3% | 0.2%
COc1ccccc1N1CCN(C(=O)c2cccc(N3C(=O)C4C5C=CC(C5)C4C3=O)c2)CC1 (stereo not given) | -1.0 | 2.5 | -3.4% | 7.7 | 0.1 | ? | 2.4% | 2.1 | 2.4% | . | -0.5%

High-throughput results deposited in PubChem by National Center for Advancing Translational Sciences (NCATS).

Some of the compounds tested. The share of hits here may be higher or lower than overall.
